Bioassay records deposited in PubChem by several laboratories.
S1P4 antag = blocks the human S1P4 receptor; S1P4-expressing cells, antagonist mode, reporter read-out; inhibition, % at 4.98 µM; actives 0.26% (n = 220,000); in the data active = inhibition above about 29%;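 also: 0% = wells stimulated with agonist and 100% = vehicle wells without agonist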
Target sequence (O95977 whole entry, looked up): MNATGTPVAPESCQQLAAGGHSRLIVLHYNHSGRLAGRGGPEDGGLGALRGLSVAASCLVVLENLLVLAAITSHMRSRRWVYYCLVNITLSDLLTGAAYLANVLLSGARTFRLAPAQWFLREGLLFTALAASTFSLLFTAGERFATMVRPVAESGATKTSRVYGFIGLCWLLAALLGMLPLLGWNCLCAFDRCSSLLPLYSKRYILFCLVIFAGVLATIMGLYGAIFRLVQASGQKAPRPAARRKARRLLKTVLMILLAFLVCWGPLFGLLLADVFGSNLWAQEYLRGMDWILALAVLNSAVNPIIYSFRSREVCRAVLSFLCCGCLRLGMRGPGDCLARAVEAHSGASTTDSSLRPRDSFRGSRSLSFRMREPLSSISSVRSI
EP2 mod = modulators of human EP2 prostaglandin E2 receptor | P43116 | EP2-expressing cells, cAMP HTRF FRET, PGE2 co-stimulation | induction, % at 25 µM | actives 0.83% (n = 260,000) | AID 940;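 active = compounds whose cAMP rise, as percent of the full-agonist control response, exceeds 60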;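 also: rat C6 glioma line stably carrying human EP2 under a CMV promoter; the protocol text gives 20 µM as final concentration; 100% = response of wells given 1 µM PGE2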
Target sequence (P43116 whole entry, looked up): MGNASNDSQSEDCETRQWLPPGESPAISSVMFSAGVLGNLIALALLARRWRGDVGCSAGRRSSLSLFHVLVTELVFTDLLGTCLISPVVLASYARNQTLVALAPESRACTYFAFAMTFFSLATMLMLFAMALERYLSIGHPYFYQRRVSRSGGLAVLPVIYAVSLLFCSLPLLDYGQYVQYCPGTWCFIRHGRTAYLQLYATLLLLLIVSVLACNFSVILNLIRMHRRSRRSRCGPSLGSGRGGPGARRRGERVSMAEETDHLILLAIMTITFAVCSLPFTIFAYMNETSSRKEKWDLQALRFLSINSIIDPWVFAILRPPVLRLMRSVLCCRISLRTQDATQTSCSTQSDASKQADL
TRPML3 agonist = agonists of human TRPML3 channel. Q8TDD5. HEK293 TRPML3-YFP, Fluo-8 calcium fluorescence; 100% = the carbachol control signal. activation, % at 3 µM. actives 0.29% (n = 220,000). AID 1448;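 active = activation above its plate's cutoff, the mean activation of the plate's test wells plus 3 SD, cut at about 12% in these data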;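 also: 0% = DMSO only wells and 100% = carbachol wells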
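Material: HEK293 cells stably carrying human TRPML3-YFP; compound dosing: single dose, 3 µM final nominal compound, 0.3% DMSO final; incubation: 1-h 37 °C dye load, 5-s basal, 120-s post-compound reads; technique: Fluo-8 intracellular calcium fluorescence, excitation 470-495 nm, emission 515-575 nm; read-out basis: percent activation from peak-to-basal fluorescence ratio, scaled between DMSO and carbachol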
S1P4 agonist = human S1P4 receptor agonism | actives 0.35% (n = 220,000) | O95977 | S1P4-expressing cell line, agonist reporter assay | activation, % at 4.98 µM; in the data active = activation above about 11%;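 also: 0% = DMSO vehicle and 100% = reference agonist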
Ba/F3 V617F tox = loss of viability in JAK2V617F-driven Ba/F3 cells. Ba/F3 EpoR-JAK2V617F viability, ATP luminescence. inhibition, % at 5.6 µM. actives 1.1% (n = 220,000);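 active = inhibition above the campaign mean plus 3 SD over all tested compounds, cut at about 24% in these data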;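 also: cytokine-independent growth of Ba/F3 cells driven by EpoR plus mutant JAK2; 0% = DMSO-treated cells and 100% = JAK inhibitor I control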
m-calpain inh = calpain II (pig) inhibition; inhibition, % at 16 µM; purified calpain II, fluorogenic peptide substrate, 30 min; AID 1236; actives 0.37% (n = 220,000);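 active = inhibition above about 50%, limit read from the data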
PERK inh = blocks human PERK kinase. Q9NZJ5. CHO PERK-DD fusion, SEAP luminescence translation reporter. inhibition, % at 5.6 µM. actives 0.17% (n = 220,000);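 active = inhibition above the mean inhibition of all tested compounds plus 3 SD, set separately per screening campaign, cut at about 2.9% in these data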;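 also: PERK kinase domain activated by AP20187 dimerizer at 100 nM; 0% = DMSO with dimerizer and 100% = rapamycin at 8.4 µM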
zfTRPN1 agonist = activates the zebrafish TRPN1 channel | activation, % at 3 µM | HEK293 zebrafish TRPN1-YFP, Fluo-8 calcium fluorescence; 100% = response to 87 µM carbachol | actives 0.18% (n = 220,000) | AID 1424;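 active = activation above its plate's cutoff, the mean activation of test wells on that plate plus 3 SD, cut at about 19% in these data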;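 also: 0% = DMSO alone and 100% = 87 µM carbachol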
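Material: zebrafish TRPN1-YFP in HEK293 cells. Doses: one dose of 3 µM, 0.3% DMSO. Incubation: dye 1 h 37 °C plus 30 min RT. Measured by: intracellular calcium fluorescence with Fluo-8.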
BaF3 parental = parental Ba/F3 viability inhibition as JAK2V617F counter-screen | CellTiter-Glo ATP luminescence | inhibition, % at 5.6 µM | actives 1.1% (n = 220,000);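 active = inhibition above a per-campaign cutoff, the mean inhibition of all tested compounds plus 3 SD, cut at about 27% in these data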;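 also: 0% = DMSO wells and 100% = JAK Inhibitor I control wells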
Active calls of the source: *; x = no result given; & = joins results of further samples.

cpd | SMILES | S1P4 antag | EP2 mod | TRPML3 agonist | S1P4 agonist | Ba/F3 V617F tox | m-calpain inh | PERK inh | zfTRPN1 agonist | BaF3 parental
1 | O=C(OCc1cc2ccccc2[nH]c1=O)C1CCCO1 (centres undefined) | -7 | 16 | 0.5 | -1.2 | -3 | -50 | -0.2 | 0.6 | 1
2 | CCOC(=O)CNc1nnc(SCC(=O)OCC)[nH]c1=O | -16 | -2 | 0.9 | 0.5 | 0 | -14 | 0.4 | 0.6 | 1
3 | O=C(Cn1cnc2ccccc2c1=O)Nc1ccc(S(=O)(=O)N2CCOCC2)cc1 | 3 | 11 | 0.3 | 6.9 | 1 | -11 | 0.0 | 1.3 | 6
4 | O=c1cc(CSc2ccc(Cl)cc2)nc(N2CCCCC2)[nH]1 | -5 | 24 | 0.0 | 0.8 | 1 | -8 | 0.9 | -0.5 | 0
5 | CCOC(=O)c1cccc(NC(=O)C2CCCN(S(=O)(=O)c3c(C)nn(C)c3C)C2)c1 (centres undefined) | -10 | -21 | -0.3 | 2.1 | 0 | -19 | -0.5 | -0.8 | 7
6 | Cc1ccc(S(=O)(=O)C(NC(=O)c2ccccc2)=C(Cl)Cl)cc1 | -18 | x | -1.2 | 0.4 | 1 | x | -0.7 | -1.7 | 2
7 | O=C(NCc1cccs1)C(=O)NCC1OCCCN1S(=O)(=O)c1cccs1 (centres undefined) | 6 | 7 | 0.5 | 0.7 | -4 | 8 | 1.0 | -0.7 | 0
8 | COc1ccc(CN(CCCN2CCOCC2)S(=O)(=O)N(C)C)cc1OC | -26 | -48 | 0.5 | 0.5 | 0 | -4 | -0.9 | 0.1 | 4
9 | O=S1(=O)C=C(Sc2nnc(-c3ccccc3)o2)c2ccccc21 | 14 | -21 | 1.4 | -0.7 | 34* | -22 | 1.3 | 1.9 | -6
10 | O=C(C[n+]1ccc(-c2nnc3n2CCCCC3)cc1)c1ccc(Cl)cc1 | 8 | 16 | 0.1 | 1.5 | 1 | -14 | -0.3 | 2.0 | -5
11 | N=c1c(S(=O)(=O)c2ccccc2)cc2c(=O)n3ccccc3nc2n1CCN1CCOCC1 | -10 | x | 1.5 | 3.7 | -1 | x | 0.1 | 1.1 | 0
12 | CCCn1nnc(NC(=O)c2cccc(Cl)c2)n1 | -2 | -45&12 | 0.1 | 1.8 | -3 | 10 | 0.5 | 1.0 | 0
13 | C/C(CC(=O)NC(C)(C)C)=N\NC(=O)COc1ccc(C)cc1Br | -3 | -19 | 0.9 | 1.2 | 0 | 14 | 1.4 | -1.5 | -3
14 | O=C(CSc1nnc(SCc2cccc3ccccc23)s1)c1ccc2c(c1)OCO2 | -4 | -10 | 0.5 | 1.0 | 2 | 7 | -0.2 | 1.1 | 11
15 | Cc1c(NC(=O)/C(C#N)=C/c2ccc(-c3cc(Cl)ccc3Cl)o2)c(=O)n(-c2ccccc2)n1C | -7 | -2 | 0.5 | 0.2 | 0 | -32 | 0.5 | 0.1 | 2
16 | Cc1ccc(S(=O)(=O)NCCn2c(C)cc3ccccc32)cc1 | 13 | 22 | 0.5 | -1.1 | 5 | 3 | -2.1 | -0.2 | 2
17 | Cc1ccc(C)c(OCC(=O)Nc2ccc(S(=O)(=O)N3CCN(C)CC3)cc2)c1 | 0 | -22 | 0.3 | 2.3 | -2 | 22 | -0.2 | -0.6 | 1
18 | O=C(CCC1COc2ccccc2O1)NCC1COc2ccccc2O1 (centres undefined) | -17 | -16 | -0.3 | 2.4 | -3 | 19 | 0.4 | -0.4 | 6
19 | Cc1ccc(C)c(NNC(N)=S)c1 | -12 | 22 | 0.6 | 1.0 | 0 | -22 | -0.6 | 0.4 | 6
20 | Cc1cc(C(=O)COC(=O)c2ccc[nH]c2=O)c(C)n1-c1ccccc1 | -11 | -14 | -0.2 | 0.5 | 6 | 28 | -1.8 | -1.0 | 4

Overlap with the part before: two compounds, then new ones.
cpd | SMILES | S1P4 antag | EP2 mod | TRPML3 agonist | S1P4 agonist | Ba/F3 V617F tox | m-calpain inh | PERK inh | zfTRPN1 agonist | BaF3 parental
19 | Cc1ccc(C)c(NNC(N)=S)c1 | -12 | 22 | 0.6 | 1.0 | 0 | -22 | -0.6 | 0.4 | 6
20 | Cc1cc(C(=O)COC(=O)c2ccc[nH]c2=O)c(C)n1-c1ccccc1 | -11 | -14 | -0.2 | 0.5 | 6 | 28 | -1.8 | -1.0 | 4
21 | COc1cc(/C=C/c2cc(C(F)(F)F)[nH]c(=O)n2)cc(OC)c1OC | -7 | 1 | -0.4 | 1.0 | 3 | 26 | -0.3 | -1.4 | 0
22 | COc1ccc(C(=O)Nc2ccc3c4c(cccc24)CC3)cc1 | -12 | -39 | -0.4 | -1.4 | -5 | 3 | 1.1 | -1.0 | 3
23 | Cc1cc(C)n2cc(CSc3nnc(N)s3)nc2n1 | 4 | 36 | -0.3 | 0.2 | -3 | -35 | 0.5 | 1.1 | 5
24 | N#Cc1ccc(/C=C/C(=O)c2ccco2)cc1 | 1 | 8 | 0.3 | 7.0 | -5 | -12 | 1.1 | -0.6 | 2
25 | Cc1cc(NC(=O)CN2CCCCC2C)nc2c1c(=O)oc1ccccc12 (centres undefined) | 0 | 15 | 1.2 | -1.3 | -4 | 10 | 1.6 | 0.8 | -3
26 | O=C(Nc1ccc2c(c1)OCO2)C1CCN(C(=O)c2ccc(Br)cc2)CC1 | -6 | -34 | 1.3 | -0.2 | 0 | -11 | 1.7 | -1.7 | 8
27 | CN(C)S(=O)(=O)c1cccc(NC(=S)Nc2ccc3cn[nH]c3c2)c1 | 0 | -40 | -0.2 | -0.8 | -1 | 1 | -0.3 | -1.9 | 0
28 | COc1cc2c(cc1NC(=O)CSc1nc3cc(Cl)ccc3s1)oc1ccccc12 | -8 | 7 | -0.3 | 0.8 | 0 | -11 | 0.2 | 0.1 | 5
29 | O=C(O)CSc1nc(-c2ccccc2)nc2c1CCCC2 | -6 | 2 | 0.3 | -0.7 | -6 | 5 | 2.5 | -2.0 | 2
30 | CCO[C@@H]1OC(C(=O)Nc2ccccc2)=C[C@H](c2coc3ccccc3c2=O)[C@H]1CCCO | -4 | 1 | 0.1 | -0.6 | 6 | 8 | -0.2 | 1.2 | -4
31 | CC(C)c1ccc(OCC(=O)NCCO)cc1 | 7 | 10 | 0.4 | 1.2 | 3 | -7 | 1.1 | 1.1 | 6
32 | Cc1cc(C)cc(OCC(=O)N/N=C/c2ccco2)c1 | 4 | -25 | 0.5 | 1.5 | 0 | 15 | -0.4 | 0.8 | 3
33 | O=C(NC(=S)Nc1cccc(NC(=O)c2ccccc2Cl)c1)c1cccs1 | -11 | -53 | 0.3 | -1.2 | -8 | 20 | 0.5 | 0.2 | 5
34 | COc1cc(SC)ccc1C(=O)NCC1CCCO1 (centres undefined) | 1 | 3 | -0.4 | -4.0 | -4 | 13 | 0.6 | -0.9 | -2
35 | COc1ccc(/C=C2\CCCC(C(=O)C(F)(F)F)=C2O)cc1 | 10 | 15 | 0.3 | -0.9 | 2 | 4 | 0.2 | 0.6 | 5
36 | COc1ccc(/C=C2\SC(c3ccc(C)cc3)=NC2=O)cc1OC | 0 | -1 | 1.7 | -1.3 | -2 | -17 | -0.7 | 2.9 | 3
37 | CC(=O)C1C(c2ccc3ncccc3c2)NC(=O)NC1(O)C(F)(F)F (centres undefined) | 1 | 26 | 0.6 | -0.4 | -1 | -18 | 2.4 | 1.5 | 5
38 | CC(Sc1nnc(COc2ccccc2)n1Cc1ccccc1)C(=O)O (centres undefined) | -11 | 43 | 0.5 | 1.1 | -4 | -12 | 0.8 | 0.0 | 1
39 | O=C1NC2(O)C(=O)c3ccccc3C2(O)N1 (centres undefined) | 6 | 7 | 1.0 | 0.0 | 2 | -34 | 0.4 | -0.1 | 1
40 | Cc1cc(C)nc(SCc2ccc([N+](=O)[O-])cc2)n1 | -9 | 22 | -1.4 | 4.4 | 0 | -6 | -1.1 | -3.0 | 5
41 | COc1ccc(-c2[nH]ncc2CN2CCN(C(=O)c3ccco3)CC2)cc1F | -10 | 8 | 0.3 | 1.0 | -2 | -8 | 0.9 | 0.4 | 6
42 | Cn1c(=O)c2c(nc(Sc3n[nH]c(N)n3)n2Cc2ccccc2Cl)n(C)c1=O | -11 | -9 | 0.2 | 1.0 | 2 | -16 | 0.6 | 0.3 | 0
43 | CCn1c(CNC(=O)c2ccc(OC)cc2)nnc1SCC(=O)c1ccccc1 | 2 | -14 | -0.8 | -3.1 | -1 | 2 | 0.4 | 0.4 | 3
44 | N#Cc1ccsc1NC(=O)CSc1nnc(-c2ccccc2)o1 | 4 | -29 | 0.2 | -0.4 | 0 | -46 | -0.4 | 0.1 | 2
45 | CCN(CC)C(=O)CN(C)S(=O)(=O)c1cccc2nsnc12 | -25 | -5 | 0.7 | 3.5 | 0 | -3 | 0.4 | 1.0 | 6
46 | CC(C)c1nnc(NC(=O)Cn2nc(-c3ccc4c(c3)OCCO4)ccc2=O)s1 | 5 | 3 | -0.5 | -1.2 | 3 | -39 | 0.3 | -0.6 | 3
47 | Cc1cccc(CN2CCC(CNC(=O)CCNC(=O)Cn3ccc4ccccc4c3=O)CC2)c1 | -9 | -7 | 0.8 | 2.5 | 0 | -10 | 0.0 | -0.7 | -8
48 | COc1ccc(CN2CC34C=CC(O3)C(C(=O)O)C4C2=O)cc1 (centres undefined) | -25 | 12 | 0.9 | 1.2 | -4 | 5 | 0.3 | 0.4 | 1
49 | Cc1cc(C)n2ncnc2n1 | 6 | 18 | 1.1 | -1.0 | 1 | -37 | 0.2 | 0.9 | 5
50 | CC(c1ccccc1F)n1cc(C(=O)NCc2ccncc2)nn1 (centres undefined) | -29 | -1&-11 | 1.0 | 0.3 | -1 | 3 | -0.2 | 0.3 | 7
51 | Cc1cc(NC(=O)c2ccc(-c3ccc(F)c(Cl)c3)o2)no1 | -8 | -42 | 0.4 | 0.2 | 3 | 24 | 0.2 | 0.5 | 3
52 | CN(Cc1ccccc1)S(=O)(=O)c1cccs1 | -7 | -15 | 0.1 | -2.1 | 0 | -7 | 1.5 | -1.5 | 5
53 | Cc1ccc(NC(=O)CCCCCN2C(=O)c3ccccc3C2=O)nc1 | -3 | 4 | 0.3 | 0.3 | -1 | 5 | 0.0 | -0.3 | 4
54 | C(=C\N1CCCCCC1)/c1nnnn1-c1ccc(-c2ccccc2)cc1 | 8 | -29 | 0.1 | 0.1 | -6 | 24 | -0.2 | 0.1 | -2

Entries above that contain a CF3 group (three):
cpd | SMILES | S1P4 antag | EP2 mod | TRPML3 agonist | S1P4 agonist | Ba/F3 V617F tox | m-calpain inh | PERK inh | zfTRPN1 agonist | BaF3 parental
21 | COc1cc(/C=C/c2cc(C(F)(F)F)[nH]c(=O)n2)cc(OC)c1OC | -7 | 1 | -0.4 | 1.0 | 3 | 26 | -0.3 | -1.4 | 0
35 | COc1ccc(/C=C2\CCCC(C(=O)C(F)(F)F)=C2O)cc1 | 10 | 15 | 0.3 | -0.9 | 2 | 4 | 0.2 | 0.6 | 5
37 | CC(=O)C1C(c2ccc3ncccc3c2)NC(=O)NC1(O)C(F)(F)F (centres undefined) | 1 | 26 | 0.6 | -0.4 | -1 | -18 | 2.4 | 1.5 | 5
